Yp Topo-I inh = blocks Yersinia pestis topoisomerase I activity. 360,000 tested, 0.064% active. Y. pestis Topo-I cleavage product accumulation, plate reader. AID 504884. activity, % at 10 µM; in the data active means activity above about 50%, passing the limit was not always enough; inconclusive means no clear call, values can overlap the other calls; further: inactives centre near 2
Anthrax LF prot = inhibitors of Bacillus anthracis lethal factor protease. multiplex microsphere protease cleavage assay, LF. inhibition, % at 10 µM. 360,000 tested, 0.12% active. AID 588501; further: plate controls were buffer without enzyme for full effect and enzyme alone for no effect
Target sequence (P15917 whole entry, looked up): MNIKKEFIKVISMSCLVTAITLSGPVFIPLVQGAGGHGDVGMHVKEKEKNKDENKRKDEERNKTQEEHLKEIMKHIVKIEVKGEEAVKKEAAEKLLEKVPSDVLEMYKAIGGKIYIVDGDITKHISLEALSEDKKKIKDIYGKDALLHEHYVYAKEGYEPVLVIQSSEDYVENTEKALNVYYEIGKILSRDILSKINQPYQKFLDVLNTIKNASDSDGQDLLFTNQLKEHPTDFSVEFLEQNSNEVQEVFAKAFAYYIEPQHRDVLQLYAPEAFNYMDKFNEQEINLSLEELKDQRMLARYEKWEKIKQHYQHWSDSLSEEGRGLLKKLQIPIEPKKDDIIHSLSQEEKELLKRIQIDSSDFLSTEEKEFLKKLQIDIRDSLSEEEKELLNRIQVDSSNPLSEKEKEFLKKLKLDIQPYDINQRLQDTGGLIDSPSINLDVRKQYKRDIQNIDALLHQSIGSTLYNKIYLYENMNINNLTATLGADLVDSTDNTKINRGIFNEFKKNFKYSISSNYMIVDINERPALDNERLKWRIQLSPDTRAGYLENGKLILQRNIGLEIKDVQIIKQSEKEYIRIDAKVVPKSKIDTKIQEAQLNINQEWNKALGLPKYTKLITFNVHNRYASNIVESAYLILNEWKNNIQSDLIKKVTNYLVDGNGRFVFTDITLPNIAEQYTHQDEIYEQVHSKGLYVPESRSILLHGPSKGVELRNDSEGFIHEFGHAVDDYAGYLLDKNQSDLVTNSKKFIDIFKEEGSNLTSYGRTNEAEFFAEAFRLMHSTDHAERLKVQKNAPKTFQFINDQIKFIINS
VHR inh abs = DUSP3 (human) phosphatase inhibition; P51452; recombinant VHR phosphatase, pNPP absorbance; inhibition, % at 13.3 µM; 290,000 tested, 0.52% active; in the data active means inhibition above about 50%; further: some compounds called inactive have numbers as strong as hits
Target sequence (P51452 whole entry, looked up): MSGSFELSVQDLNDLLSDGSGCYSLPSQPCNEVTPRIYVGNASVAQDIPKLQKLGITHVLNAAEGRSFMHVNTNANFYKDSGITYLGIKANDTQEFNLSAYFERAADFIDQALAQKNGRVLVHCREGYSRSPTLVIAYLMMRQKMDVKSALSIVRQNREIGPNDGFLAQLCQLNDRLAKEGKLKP
TcdB GH inh = blocks C. difficile toxin B glycohydrolase activity; inhibition, % at 9.99 µM; TcdB glycohydrolase enzymatic assay, plate reader; 350,000 tested, 0.24% active; P18177; in the data active means inhibition above about 10%
Vc quorum ag = quorum light induction in luxS cqsA deficient V. cholerae. activation, % at 18.7 µM. 350,000 tested, 0.16% active. V. cholerae BH1578 lux reporter, luminescence, 6 h. AID 588436; in the data active means activation mostly above about 9.7%, no sharp cut-off; inconclusive means no clear call, values can overlap the other calls; inactive means mostly below about 3.7%; further: not every result past the cut was called active; inactives centre near 0; reference of the scale not given here
SARS 3CLpro inh = SARS-CoV 3CLpro protease inhibition. P0C6X7. recombinant SARS-CoV 3CLpro, quenched FRET peptide cleavage. inhibition, % at 6 µM. 290,000 tested, 0.14% active. AID 1706; in the data active means inhibition above about 12%
CCHFV vOTU inh = CCHFV vOTU protease inhibition; inhibition, % at 11.5 µM; Pep-AMC fluorescence; 370,000 tested, 0.55% active; in the data active means inhibition above about 30%; further: 0% = vehicle wells with enzyme and 100% = no enzyme wells
PfHsp40 yeast = restores yeast growth despite PfHsp40 toxicity; S. cerevisiae expressing PfHsp40, growth rescue, ATP luminescence; growth rescue, % at 12.5 µM; 340,000 tested, 0.68% active; in the data active means growth rescue above about 28%, passing the limit was not always enough; inconclusive means no clear call, values can overlap the other calls;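 further: yeast W303a lacking pdr1 and pdr3 grown in galactose medium; growth measured after three days at 30 °C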
BoNT A protease = blocks Botulinum neurotoxin A light chain protease; multiplex microsphere protease substrate cleavage, flow cytometry; 360,000 tested, 0.17% active; inhibition, % at 10 µM; AID 588499; further: plate controls were buffer without enzyme for full effect and enzyme alone for no effect
SSB-PriA inh = blocks PriA binding to SSB C-terminal tail | AlphaScreen SSBct-PriA binding, biotinylated peptide | inhibition, % at 33 µM | 430,000 tested, 0.6% active; in the data active means inhibition mostly above about 37%, no sharp cut-off; inactive means mostly below about 20%;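 further: plate controls were negative control peptide for no effect and reference peptide for full effect; strong numbers were not always called active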
Active calls of the source: *; i = inactive; ? = inconclusive; . = not tested or not shown; & = joins results of further samples. Unless noted, no stated cut-off is given here; in the data, active means inhibition above about 30%; inconclusive means no clear call, values can overlap the other calls; inactive means below that. Not all compounds are listed; rates above refer to the full screens.

SMILES	Yp Topo-I inh	Anthrax LF prot	VHR inh abs	TcdB GH inh	Vc quorum ag	SARS 3CLpro inh	CCHFV vOTU inh	PfHsp40 yeast	BoNT A protease	SSB-PriA inh
C[C@@H]1CN(C(=O)c2nc3ccc(Cl)cn3c2CN(C)CCc2cnn(C)c2)C[C@H](C)O1	-4	3	3	0.0	i	-4	13	-0.3	0.8	-2
COc1ccc(OC)c(C(c2c(C)[nH][nH]c2=O)c2c(C)[nH][nH]c2=O)c1	-2	-15	.	-2.4	-0.6	-5	11	-0.8	0.4	-6
O=C(Nc1ccon1)c1cccc(S(=O)(=O)N2CCCCC2)c1	2	-8	17	0.3	i	1	-12	-0.2	-0.9	-4
S=C(NC1CCCCCC1)NC1CCCC1	-1	-1	30	0.7	-0.2	2	-9	0.6	-1.6	-7
O=C(/C=C/c1ccccc1)NC(=S)NNS(=O)(=O)c1ccccc1	7	-5	22	0.5	-0.3	0	-7	1.7	-0.7	-3
CC1(c2ccc(OC(F)F)cc2)NC(=O)N(CC(=O)Nc2ccccc2)C1=O (stereo unspecified)	-1	19	25	2.0	i	0	13	0.6	-3.5	-8
O=C(c1cccc(S(=O)(=O)N2CCN(c3ccc(F)cc3)CC2)c1)N1CCCCCCC1	31	0	.	-2.9	i	.	-8	11	1.5	10
CCOC(=O)N1CCN(C(=O)c2oc3ccc(S(=O)(=O)N4CCCCC4)cc3c2C)CC1	28	-10	13	.	-0.3	6	-1	0.1	4.5	-16
O=C(c1ccc2c(c1)N(Cc1ccccc1F)C(=O)c1ccccc1S2)N1CCOCC1	.	.	-9	10*	.	3	2	.	.	-11
O=C(CN1C(=O)c2ccccc2S1(=O)=O)Nc1ccccn1	3	2	.	-1.7	0.7	.	-8	-0.4	0.8	-13
COc1ccc(NC(C)=O)cc1S(=O)(=O)NC(Cc1ccccc1)C(=O)NC(C)c1ccccn1 (stereo unspecified)	-8	-2	.	1.5	-2.8	.	5	0.2	0.5	-6
O=C(Nc1nsc(-c2ccccc2)n1)c1ccc(F)cc1	-1	-3	29	1.0	-0.6	1	4	0.8	-1.3	3&-2
CCNC(=O)CSc1nnc(-c2cccc(S(=O)(=O)N(CC)CC)c2)n1CCc1ccccc1	19	-2	29	0.5	-0.7	5	-3	-1.0	-0.3	1
COc1ccc(C2CC(c3cc(Br)ccc3F)n3nnnc3N2)cc1 (stereo unspecified)	23	-2	0	.	.	4	0	1.7	0.1	-6
CC(C)C1N(c2ccccc2)C(N)=C(C#N)C1(C#N)C#N (stereo unspecified)	-2	-6	0	.	i	1	7	-0.7	1.3	2
O=C(O)c1cccc(NC(=O)c2ccc(S(=O)(=O)c3ccccc3)cc2)c1	-4	-2	7	-0.6	i	-3	11	-0.4	-1.0	-6
Cc1ccc(S(=O)(=O)N(C)CC(=O)O/N=C(\N)c2cccc([N+](=O)[O-])c2)cc1	-3	0	-21	.	-0.2	5	6	-2.0	-0.4	i
CN(C)CCn1c2c(c(SCC(=O)Nc3cccc4ccccc34)nc1=O)CCC2	-6	4	.	-0.9	i	.	3	-0.7	2.2	-7
CCC1(CC)NC(=O)N(CC(=O)OCC(=O)Nc2cc(C)ccc2C)C1=O	0	-2	19	.	-0.3	2	0	-1.2	-0.9	-11
Cc1cc(C)c2c(c1)-c1c(ssc1=S)C(C)(C)N2C(=O)CN1C(=O)c2ccccc2C1=O	-1	-5	2	.	-0.8	-1	-5	-0.9	-0.4	15

A section of the results above, as a working copy:
SMILES	Yp Topo-I inh	Anthrax LF prot	VHR inh abs	TcdB GH inh	Vc quorum ag	SARS 3CLpro inh	CCHFV vOTU inh	PfHsp40 yeast	BoNT A protease	SSB-PriA inh
CCC1(CC)NC(=O)N(CC(=O)OCC(=O)Nc2cc(C)ccc2C)C1=O	0	-2	19	.	-0.3	2	0	-1.2	-0.9	-11
Cc1cc(C)c2c(c1)-c1c(ssc1=S)C(C)(C)N2C(=O)CN1C(=O)c2ccccc2C1=O	-1	-5	2	.	-0.8	-1	-5	-0.9	-0.4	15

Sorted by heavy-atom count (ascending): 3 of the compounds above
SMILES	Yp Topo-I inh	Anthrax LF prot	VHR inh abs	TcdB GH inh	Vc quorum ag	SARS 3CLpro inh	CCHFV vOTU inh	PfHsp40 yeast	BoNT A protease	SSB-PriA inh
COc1ccc(OC)c(C(c2c(C)[nH][nH]c2=O)c2c(C)[nH][nH]c2=O)c1	-2	-15	.	-2.4	-0.6	-5	11	-0.8	0.4	-6
CC1(c2ccc(OC(F)F)cc2)NC(=O)N(CC(=O)Nc2ccccc2)C1=O (stereo unspecified)	-1	19	25	2.0	i	0	13	0.6	-3.5	-8
COc1ccc(NC(C)=O)cc1S(=O)(=O)NC(Cc1ccccc1)C(=O)NC(C)c1ccccn1 (stereo unspecified)	-8	-2	.	1.5	-2.8	.	5	0.2	0.5	-6

(more compounds)
SMILES	Yp Topo-I inh	Anthrax LF prot	VHR inh abs	TcdB GH inh	Vc quorum ag	SARS 3CLpro inh	CCHFV vOTU inh	PfHsp40 yeast	BoNT A protease	SSB-PriA inh
CN(c1ccccc1)S(=O)(=O)c1cccc(C(=O)NC2CC(C)(C)NC(C)(C)C2)c1	6	-4	.	1.6	1.2	.	-10	-1.3	0.1	-11
C=C(C)C1CC=C(CN2CCN(Cc3ccccc3)CC2)CC1 (stereo unspecified)	13	-9	-4	-1.0	1.9	0	-12	-0.1	-3.8	-7
Cc1cccc(NC(=O)c2ccc3nc(N4CCOCC4)sc3c2)c1C	16	-12	45	1.4	-0.3	-7	13	0.5	-0.9	-5
COc1ccc(NS(=O)(=O)c2ccc3[nH]c(=O)[nH]c3c2)cc1	-1	9	-24	1.9	-0.3	4	-11	-0.5	1.6	-10
COc1ccc(Cl)cc1-c1cc(C(=O)Nc2ccc(C)c(NS(C)(=O)=O)c2)[nH]n1	-5	-7	.	1.0	-0.4	.	1	.	0.0	.
O=[N+]([O-])c1ccccc1S(=O)(=O)Nc1ccc(-c2ccc(N3CCCC3)nn2)cc1	2	1	.	1.2	0.8	.	8	0.0	-1.3	11
C=CCn1c(=NC(=O)CN2C(=O)CCC2=O)sc2cccc(OC)c21	8	6	15	5.9	-0.2	-2	-7	0.2	-0.2	-14
CCC(O)CC(C(=O)NNc1ccccc1)C(=O)NNc1ccccc1 (stereo unspecified)	-8	-4	1	-15	i	-1	-7	1.5	-0.5	-23
COc1ccc(CN2CCN(Cc3nc4ccccc4s3)CC2CCO)c(C)c1C (stereo unspecified)	27	-2	10	-10.0	-0.3	3	0	0.3	0.8	3
CCC1CCc2c(c3ccccc3[nH]c2=O)O1 (stereo unspecified)	7	-2	46	.	i	2	9	-0.9	0.1	87*
Cc1ccccc1/[N+]([O-])=C/c1ccncc1	5	-1	-2	.	-10	4	2	-1.2	-1.0	-14&-14
COCCNc1nc(-c2cc(-c3ccccc3)on2)cc(C(C)C)n1	13	2	4	.	-0.6	.	-4	5.5	0.1	-53
COc1ccccc1C(CNC(=O)c1cccc(NS(=O)(=O)c2ccc(C)c(F)c2)c1)N(C)C (stereo unspecified)	-16	-1	.	2.6	-0.7	.	-2	1.5	4.1	-1
CCOc1ccc(NC(=O)CCn2c(=S)oc3ccccc32)cc1	12	-11	21	1.1	i	-2	4	0.1	-3.0	0
CCCn1nc(C(=O)Nc2ccc(-n3cnnn3)cc2)c2ccccc2c1=O	1	2	.	-0.8	0.0	.	4	1.6	2.5	3
C[C@H](NC(=O)OC(C)(C)C)C(=O)NCC1CCC(C(=O)O)CC1 (stereo partly specified)	7	1	-6	.	8.5	1	-11	-1.9	1.4	-7
COc1cc(C=O)ccc1OCCCCOc1ccccc1[N+](=O)[O-]	33	-1	5	0.2	-0.2	0	2	-0.2	0.5	-32
Cc1ccccc1N(CC(=O)NCc1ccco1)C(=O)CNS(=O)(=O)c1ccc(F)cc1	22	-14	7	0.5	-0.5	4	-2	0.5	-2.1	7
CN(C)c1nc(Oc2ccc(=O)[nH]n2)nc(N2CCOCC2)n1	1	-7	12	.	12	0	-16	1.1	0.8	-10
CC1(C)C(=O)NCCN1C(=O)CC1C(=O)NCCN1Cc1cccc(C(F)(F)F)c1 (stereo unspecified)	4	-1	2	2.3	i	-3	10	-1.6	0.5	-13
CCC(C)NC(=O)c1c(N)n(/N=C/c2ccccn2)c2nc3ccccc3nc12 (stereo unspecified)	21	2	8	.	-0.3	-1	-1	-0.2	-0.8	.
CC(NC(=O)c1ccccc1Cl)C(=O)Nc1ccc2c(c1)OCO2 (stereo unspecified)	7	-2	.	-2.1	1.1	.	-3	-0.3	-2.0	-14
O=C(COC(=O)CCc1c[nH]c2ccccc12)NCc1ccc2c(c1)OCO2	-3	-5	6	2.9	-0.4	-4	4	-0.1	-0.9	5
Cc1c(Cl)ccc2c1NC(=O)[C@]21N[C@@H](Cc2ccccc2)[C@H]2C(=O)N(c3ccc(F)cc3)C(=O)[C@H]21	-10	-2	3	.	i	1	-5	1.0	?	0
COc1cccc(C(=O)N2CCN(S(=O)(=O)Cc3ccccc3)CC2)c1	-2	4	-6	4.6	-7.1	1	6	?	-0.2	-8
S=C1Cc2ccccc2C(c2ccc(Cl)cc2)N1 (stereo unspecified)	9	10	-2	1.4	i	-3	7	0.5	0.0	9
CCOC(=O)c1[nH]c2cc3c(cc2c1NC(=O)CN1CCCC1)OCO3	-7	-2	10	0.8	-0.2	3	-39	0.4	-0.5	-2
O=C(Cn1cnc2c(cnn2-c2ccccc2)c1=O)NCc1ccccc1	2	1	7	.	-0.3	-4	7	-1.3	0.9	-12
CCOC(=O)/C=c1\s/c(=C(\C#N)C(N)=O)n(-c2ccccc2)c1=O	10	-8	-4	-0.4	-0.6	-2	11	-0.4	-3.2	.
COCCN(Cc1nc(-c2ccc(-c3ccccc3)cc2)oc1C)C(C)C	43	-5	-3	1.5	-0.1	3	12	0.2	-0.2	10
O=C(CSc1nc2ccccc2[nH]1)NCc1ccc2c(c1)OCO2	-3	0	27	.	-0.1	-3	-19	-0.2	-0.7	-1
COc1ccc(S(=O)(=O)N(C)c2ccc(OC(=O)C(C)Oc3ccc(F)cc3)cc2)cc1 (stereo unspecified)	31	-6	.	-0.2	-14	.	12	-0.7	-6.5	-9
CCOc1ccc(Br)cc1S(=O)(=O)Nc1ccc(C(=O)Nc2ccc(C)cc2)cc1	1	0	-7	-0.8	-0.3	-4	2	-1.1	0.4	-8
O=[N+]([O-])c1cc(Cl)ccc1Sc1ccccn1	-6	.	36	1.7	1.9	-3	-10	0.6	.	14
CCOc1ccccc1/C=C/c1onc(C)c1S(=O)(=O)N1CCC(C(=O)NC)CC1	30	-13	29	2.5	-0.2	1	13	-1.2	-0.6	3
O=C(Oc1ccc2c(c1)OCC2=O)c1ccccc1	6	-4	0	.	i	2	-3	0.3	1.5	-10
Cc1ccc(OC2CCN(C(=O)[C@H]3O[C@@H](n4ccc(N)nc4=O)[C@H](O)[C@@H]3O)CC2)cc1	.	-1	.	-2.9	.	.	0	.	-0.6	.
Cc1occc1-c1nnc(SCC(=O)NCc2cccs2)n1CC1CCCO1 (stereo unspecified)	-2	0	32	0.3	i	-1	8	-1.3	0.0	-7
CCc1nnc(NC(=O)Cc2cccs2)s1	1	-3	30	2.6	i	3	-3	-0.8	1.6	-2
O=C(CSc1nnc(-c2ccncc2)n1Cc1ccco1)Nc1ccccc1F	4	-8	0	0.6	-0.9	0	0	-0.1	0.7	-3
O=C(COC(=O)c1ccc([N+](=O)[O-])cc1)Nc1ccccc1C(=O)NC1CC1	5	3	.	0.1	-0.4	.	9	2.6	0.3	-10
NS(=O)(=O)c1ccc(CCNC(=O)c2ccccc2[N+](=O)[O-])cc1	2	-1	5	1.2	-0.2	0	-5	0.7	0.0	3
Cc1ccn2c(=O)nc(SCc3cccc(C(F)(F)F)c3)nc2c1	17	-12	36	1.1	2.6	2	8	5.3	0.0	-9
OC1(CN2CCOCC2)C2CN3CCN(C2)CC1(c1ccccc1)C3 (stereo unspecified)	-7	2	4	.	-3.4	8	-2	0.2	-0.3	-14
